From PubChem BioAssay
LYP phosphatase: PTPN22 lymphoid phosphatase activity blockers – biochemical, fluorescence intensity, uHTS (AID 1779). recombinant LYP phosphatase, fluorescence intensity; higher % means a stronger effect. inhibition, % at 11.5 µM; hits with a dose series show IC50 in µM. 290,000 tested, 0.054% active; in the data active means inhibition above about 50%;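 further: plate controls were vehicle with enzyme for no effect and no enzyme for full effect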
West Nile antiviral: inhibition of WNV-induced cytopathic effect – cell-based, CPE readout (AID 1621); one-dose CPE inhibition, % at 10 µM; IC50 in µM for titrated hits; West Nile virus-infected cells, CPE inhibition; higher % means a stronger effect; 290,000 tested, 0.02% active; in the data active means a potency from the dose series; inconclusive means CPE inhibition mostly from about 3.7% at the one dose, without a potency; inactive means the rest, 99 in 100 with CPE inhibition below about 2.2%; further: strong numbers were not always called active
Rac1 GTP hydrolysis: MgcRacGAP GTPase-activating activity inhibitors, confirmation, biochemical, ADP Hunter fluorescence; inhibition, % at 30 µM; hits with a dose series show IC50 in µM; MgcRacGAP-stimulated Rac1 GTP hydrolysis, ADP Hunter fluorescence; higher % means a stronger effect; GST-tagged Rac1 F28L mutant substrate; 340,000 tested, 0.6% active;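 active means first-screen hits whose inhibition reached a set limit at any dose in the follow-up dose series; inconclusive means inhibition above the set first-screen limit but never retested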;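 further: fluorescence reports GDP produced by GAP-driven GTP hydrolysis; strong numbers were not always called active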
RSV antiviral HEp-2: inhibition of RSV-induced cytopathic effect – HEp-2 cells, primary 10 µM value included (AID 2391); HEp-2 cells, RSV-induced CPE inhibition; higher % means a stronger effect; one-dose CPE inhibition, % at 10 µM; IC50 in µM for titrated hits; 310,000 tested, 0.13% active; in the data active means a potency from the dose series; inconclusive means CPE inhibition mostly from about 23% at the one dose, without a potency; inactive means the rest, 99 in 100 with CPE inhibition below about 21%; further: strong numbers were not always called active
Salmonella PhoP GFP: inhibitors of PhoP regulon expression, primary screen, Salmonella Typhimurium, GFP reporter (AID 1863). one-dose inhibition, % at 50 µM; IC50 in µM for titrated hits. 300,000 tested, 0.16% active. S. Typhimurium PhoP-regulated promoter GFP reporter, 4 h; higher % means a stronger effect;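 active means inhibition over 29.93%, a cutoff 3 SD above the screen mean, later confirmed by dose response; inconclusive means inhibition over 29.93% but no dose response follow-up; inactive means inhibition at most 29.93% or unconfirmed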;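 further: 0% = low Mg2+ inducing control and 100% = high Mg2+ repressing control; strong numbers were not always called active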
GPR35 antagonists: inhibition of zaprinast-stimulated GPR35 beta-arrestin translocation – imaging, U2OS, beta-arrestin-GFP, zaprinast agonist, primary screen (AID 2058); U2OS GPR35 beta-arrestin-GFP translocation imaging, zaprinast antagonism; higher % means a stronger effect; one-dose inhibition, % at 10 µM; IC50 in µM for titrated hits; 290,000 tested, 0.052% active;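 active means inhibition of at least 50% with at least 30 cells and total cytoplasm GFP at most 10,000,000; inconclusive means under 30 cells or total GFP of 10,000,000 plus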
NS5 inhibitors: flavivirus cap methylation enzyme inhibition – biochemical, confirmation dose response, primary screen (AID 588689) | Dengue-2 NS5 methyltransferase capping enzyme assay, biochemical; higher % means a stronger effect | inhibition, % at 25 µM; hits with a dose series show IC50 in µM | 340,000 tested, 0.3% active; in the data active means a potency from the dose series; inconclusive means inhibition above about 29% without an active follow-up result
CSM14.1 death rescue: rescue of cells from ER stress-induced death, primary screen, 384-well, CSM14.1, thapsigargin, ATP luminescence (AID 1222) | CSM14.1 thapsigargin-induced death rescue, ATP luminescence; higher % means a stronger effect | 190,000 tested, under 10 active | cellular ATP content (survival), % at 20 µM, or EC50 in µM where a hit was titrated;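 active means EC50 below 50 µM in the dose-response confirmation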;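 further: death triggered by thapsigargin at about 15 µM added after 2 h compound pretreatment; cell ATP read after overnight thapsigargin exposure of roughly 18 to 22 hours; normalized against plate controls of thapsigargin alone and 5% DMSO vehicle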
SV40 large T antigen: TAg ATPase/helicase activity blockers – biochemical (AID 1903). SV40 large T antigen ATPase/helicase inhibition assay; higher % means a stronger effect. inhibition, % at 20 µM, or IC50 in µM where a hit was titrated. 310,000 tested, 0.39% active; in the data active means a potency from the dose series; inconclusive means inhibition mostly from about 32% at the one dose, without a potency; inactive means the rest, 99 in 100 with inhibition below about 32%; further: strong numbers were not always called active
NS5 inhibitors pilot replicate: second read-out of NS5 inhibitors, no call of its own (marks repeat the call); inhibition, %; measured here: pilot screen replicate inhibition
* = called active by the depositor; ? = inconclusive; / = not tested or not shown.

SMILES	LYP phosphatase	West Nile antiviral	Rac1 GTP hydrolysis	RSV antiviral HEp-2	Salmonella PhoP GFP	GPR35 antagonists	NS5 inhibitors	CSM14.1 death rescue	SV40 large T antigen	others
COc1ccc(CNC(=O)C(OC(=O)c2cccs2)C(C)C)cc1 (centres undefined)	-14%	-0.3%	5%	0.1%	-7%	8%	-4%	/	1%
CCN1C(=O)c2ccccc2S(=O)c2ccc(C(=O)N3CCOCC3)cc21 (centres undefined)	-4%	0.2%	9%	0.1%	0%	-6%	-4%	/	-1%
O=C(NNc1ccccc1[N+](=O)[O-])Nc1ccccc1	0%	-0.2%	7%	0.2%	9%	9%	-1%	-1.6%	15%
CC1(C)Cc2c(sc(NC(=O)c3ccc(S(=O)(=O)N4CCCCCC4)cc3)c2C#N)C(C)(C)N1	-6%	-0.1%	4%	-0.1%	-10%	5%	-9%	/	9%
CS(=O)(=O)N1N=C(c2ccco2)CC1c1ccc(Br)cc1 (centres undefined)	3%	-0.6%	12%	-1.1%	9%	-9%	-6%	-2.2%	21%
O=C(O)c1cccc(N/N=C/c2ccc(F)c(F)c2)c1	0%	-0.2%	0%	0.1%	-10%	3%	-5%	-2.7%	-3%
C=CCNC(=S)N1CCC(Cc2ccccc2)CC1	-6%	-1.2%	5%	1.9%	2%	-4%	2%	/	18%
O=C(O)c1cc(-c2cc3ccccc3o2)nn1-c1ccccc1	5%	0.5%	5%	-0.3%	1%	-1%	-3%	-2.4%	8%
Cc1cc2nnn(-c3nnc(-c4ccccc4)c4ccccc34)c2cc1C	0%	0.9%	6%	3.8%	-1%	6%	1%	-1.1%	5%
Cc1ccc(S(=O)(=O)N2CCN(C(=O)Cc3ccccc3)CC2)cc1	-10%	-0.3%	6%	-0.6%	3%	-7%	-4%	-0.2%	/
CN(CCC1CCOCC1)C(=O)CC1C(=O)NCCN1C/C=C/c1ccccc1 (centres undefined)	-6%	-0.2%	5%	-0.4%	3%	21%	-4%	0.4%	3%
COc1cc(C(=O)OCCN2CCCCC2)ccc1O	-3%	0.4%	21%	-0.4%	5%	5%	6%	1.1%	30%
O=[N+]([O-])C1=CC=C2C(=NC3(CCCCC3)N2O)C1=NCCc1ccccc1	-13%	0.8%	0%	/	-8%	-23%	5%	0.2%	15%
Cc1nn(-c2nc3ccccc3[nH]2)c(N)c1-c1ccccc1	4%	-0.5%	11%	3.0%	-7%	-10%	-5%	-1.2%	9%
CCCNC(=O)c1onc(CS(=O)(=O)c2cccc(OC)c2)c1C(=O)NCCC	/	/	1%	0.4%	/	/	-6%	/	21%
COc1ccc(CCN2CC(C(=O)N(C)Cc3ccc4nsnc4c3)CCC2=O)cc1 (centres undefined)	-9%	-1.1%	6%	2.2%	5%	-8%	-5%	/	8%
CCc1ccc(C(=O)NNC(=O)c2ccc3c(=O)n4c(nc3c2)CCC4)cc1	-10%	-0.7%	5%	2.0%	1%	14%	-13%	/	26%
Cc1cc2c(s1)c1cnn(Cc3ccccc3F)c(=O)c1n2C	-11%	-0.2%	0%	3.3%	6%	5%	-3%	-2.0%	-10%
OCCN(CCCn1c(C(F)(F)F)nc2ccccc21)c1nc(CN2CCCCC2)cs1	-9%	-0.9%	13%	-1.7%	-1%	7%	2%	/	21%
CCCCCCN1C=C/C(=C\C=C(C#N)C#N)c2ccccc21	4%	1.1%	17%	2.7%	9%	1%	0%	0.0%	17%
O=C(CCNC(=O)c1ccc(Br)cc1)Nc1ccccc1N1CCOCC1	/	/	-2%	-1.0%	0%	/	0%	/	19%
C=CCN(C(=O)c1csnn1)C(C(=O)NC1CCCC1)c1ccc(OC)cc1 (centres undefined)	-5%	-0.8%	3%	0.7%	-3%	1%	-2%	/	9%
S=C(Nc1ccccc1)c1nc2ccccc2s1	-7%	0.0%	12%	2.0%	-1%	23%	6%	-1.8%	-2%
CCOC(=O)c1sc(NC(=O)CSc2ccccn2)c(C#N)c1C	-8%	0.1%	3%	-1.1%	-1%	9%	-4%	-0.7%	18%
C=CCn1c(SCc2cc(C(C)=O)ccc2OCC)nc2ccccc2c1=O	4%	-0.9%	2%	-0.4%	3%	-6%	1%	-0.6%	15%
Cc1ccc(Cl)cc1N=C(N)N=C(N)N	-7%	-0.7%	2%	1.9%	-11%	-13%	-4%	-0.3%	10%
O=S(=O)(NCc1ccc2c(c1)OCO2)c1cccc(F)c1	-8%	-1.0%	11%	0.1%	5%	1%	-6%	/	-2%	NS5 inhibitors pilot replicate=-0.6
O=C(COC(=O)Cc1ccc(Cl)cc1)Nc1ccccc1F	-7%	0.5%	-17%	1.4%	4%	-3%	-10%	-0.6%	7%
Cc1cccn2c(=O)c(C=O)c(NCc3ccccc3)nc12	-5%	-0.8%	/	1.7%	-1%	3%	/	/	3%
O=C(O)c1ccc(N/N=C/c2ccc(-c3ccccc3Cl)o2)cc1	-4%	-0.2%	2%	22%	-7%	-7%	13%	/	15%
Cc1cccc(N2CCN(c3ccc(N4C(=O)CCCC4=O)cc3[N+](=O)[O-])CC2)c1C	-9%	-1.4%	7%	5.6%	8%	10%	-1%	-8.2%	11%
CNc1nc(-c2ccccc2)nc(-c2ccc(OC)cc2)c1C#N	0%	0.3%	6%	-2.1%	-2%	-3%	-4%	1.7%	3%
O=C(c1ccco1)N1CCN(C(=O)C(Sc2ccccc2)c2ccccc2)CC1 (centres undefined)	2%	-0.3%	6%	6.5%	-2%	2%	-3%	-1.8%	1%
CCOC(=O)N1CCN(C(=O)Nc2ccc3nc(C)c(C)nc3c2)CC1	-10%	0.7%	2%	-0.3%	10%	6%	-1%	3.7%	2%
Cc1ccc(NC(=O)CN(C)CC(=O)Nc2ccc(N3CCOCC3)cc2)cc1F	-7%	-0.8%	30%	3.3%	-4%	-14%	0%	-2.0%	11%
c1ccc(-c2nc(NC3CCCC3)c3ccccc3n2)cc1	-4%	-1.9%	14%	5.8%	9%	-13%	/	/	16%
O=C(NNC(=O)C1CCCN(S(=O)(=O)c2ccc3ccccc3c2)C1)C1CC1 (centres undefined)	-9%	0.1%	/	/	2%	17%	/	0.7%	2%
COc1ccc(CC(=O)Nc2nn(C)c3nc4c(C)cccc4cc23)cc1	-9%	-0.1%	/	2.0%	-6%	0%	/	/	6%
COC(=O)c1cccc(Nc2c3c(nc4ccccc24)CCC3)c1	-7%	0.0%	/	/	/	4%	-6%	/	/
Cn1c(SCC(=O)NC2CCCCC2)nnc1-c1ccncc1	-6%	0.0%	9%	-0.6%	3%	5%	5%	/	-4%
O=C(CNS(=O)(=O)c1ccc(Br)s1)NCc1ccccc1	-7%	-0.3%	0%	0.6%	0%	-1%	2%	/	27%
CCOc1ccccc1/C=N/NC(=O)c1cccc(S(=O)(=O)N2CCOCC2)c1	4%	-0.1%	5%	-1.6%	3%	-14%	-3%	-2.1%	10%
O=C(Nc1ccc(F)cc1)c1nc[nH]c1C(=O)Nc1ccc([N+](=O)[O-])cc1	-6%	-0.1%	5%	2.1%	-8%	/	-5%	-2.0%	4%
O=C(NCc1ccccc1)c1ncn[nH]1	2%	1.4%	16%	-1.3%	0%	-2%	-4%	/	14%
Cc1ccc(C(=O)Nc2ccccc2C(=O)NC(Cc2c[nH]c3ccccc23)C(=O)O)cc1 (centres undefined)	9%	0.5%	4%	-1.6%	5%	7%	-4%	-0.7%	-3%
Cc1ccc(-c2nn(C)c(=O)c3ccccc23)cc1S(=O)(=O)N1CCOCC1	1%	0.0%	4%	1.4%	1%	-3%	-7%	-0.5%	7%
CC(C)(C)c1ccc(C(=O)N2CCCCCC2=O)cc1	1%	0.1%	8%	3.0%	-9%	-6%	-3%	-0.8%	5%
Cc1ccc(Nc2ccc(C(=O)O)cc2N)cc1	-10%	0.1%	/	1.5%	10%	16%	/	-2.3%	-5%
COc1ccc(C2C3=C(CC(c4ccco4)CC3=O)Nc3ccccc3N2C(C)=O)cc1 (centres undefined)	-8%	?	1%	0.9%	9%	-7%	/	0.8%	1%
O=C(N/N=C/c1c(O)ccc2ccccc12)c1[nH]ncc1Br	9%	?	15%	7.9%	29%	4%	-18%	-3.4%	4%
C=C1CCN([C@@H](Cc2ccccc2)C(=O)N2CCOCC2)S(=O)(=O)c2ccccc21	/	0.0%	7%	2.5%	-6%	/	1%	/	5%
O=C(Cc1ccsc1)NNC(=O)c1cccc(Cl)c1	-5%	-0.5%	6%	0.9%	3%	0%	-6%	/	8%
Clc1ccc(Oc2ncnc3oc(-c4ccccc4)cc23)cc1	-7%	0.2%	-9%	-0.1%	2%	5%	-5%	-0.2%	9%
Cn1c(N)c(C(=O)COC(=O)C2(c3cccc(F)c3)CCCC2)c(=O)n(C)c1=O	-2%	0.2%	2%	-1.7%	-5%	0%	-3%	-2.5%	8%
O=C(Nc1cnn(Cc2c(Cl)cccc2Cl)c1)C(c1ccccc1)c1ccccc1	-5%	-0.8%	-4%	-0.3%	4%	2%	-7%	0.8%	6%
O=c1c2ccccc2nc(SCc2nnc(-c3ccccc3Br)o2)n1Cc1ccco1	2%	0.9%	7%	?	-8%	10%	-9%	6.3%	15%
COc1ccc(/C=C/C(=O)N(Cc2ccccc2)c2ccccn2)cc1OC	-2%	-0.5%	3%	1.8%	0%	30%	/	3.7%	-2%
COc1ccc(N2CCN(C(=O)c3ccc(N(C)S(=O)(=O)c4ccc(OC)cc4)cc3)CC2)cc1	0%	-1.3%	8%	0.7%	-5%	-3%	/	3.1%	6%
COC(=O)C(NC(=O)c1ccc(F)cc1)(Nc1nc(C)cs1)C(F)(F)F (centres undefined)	-6%	0.3%	10%	-0.6%	4%	-5%	-6%	-0.1%	8%
Cc1ccccc1NC(=O)c1cc(S(=O)(=O)N2CCOCC2)ccc1F	-6%	-0.1%	-3%	-0.2%	-8%	-2%	-1%	-2.1%	2%

Filtered by structure: the entries above with a CF3 group.
SMILES	LYP phosphatase	West Nile antiviral	Rac1 GTP hydrolysis	RSV antiviral HEp-2	Salmonella PhoP GFP	GPR35 antagonists	NS5 inhibitors	CSM14.1 death rescue	SV40 large T antigen	others
OCCN(CCCn1c(C(F)(F)F)nc2ccccc21)c1nc(CN2CCCCC2)cs1	-9%	-0.9%	13%	-1.7%	-1%	7%	2%	/	21%
COC(=O)C(NC(=O)c1ccc(F)cc1)(Nc1nc(C)cs1)C(F)(F)F (centres undefined)	-6%	0.3%	10%	-0.6%	4%	-5%	-6%	-0.1%	8%
